# GAA spleen mod: inhibitors or activators of human alpha-glucosidase in spleen homogenate; P10253; human spleen homogenate, 4-MU-alpha-glucoside fluorescence; Potency, µM (titrated, usually from 79.9 µM), inactives show top-dose activity change, negative = inhibition, most hits filed as inhibitors; 0.006% of 240,000 active; AID 2112;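 further: 0% = enzyme with vehicle and -100% = no enzyme basal signal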
#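 Compounds were titrated against alpha-glucosidase in spleen homogenate at pH 5.0, with 1 mM 4-methylumbelliferyl substrate for 40 min at 37 C. Reactions were quenched with pH 10 NaOH/glycine and fluorescence measured.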
# L3MBTL1 inh: blocks human L3MBTL1 | Potency, µM (top dose mostly 57.1 µM), for the others: at the top dose activity, negative = inhibition, actives largely listed as inhibitors | AlphaScreen L3MBTL1–H3K9me1 peptide binding | Q9Y468 | 0.66% of 230,000 active; further: nearly all actives have a fitted effect of over 60% in size
#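 L3MBTL1 50 nM + b-AHA-H3(1-15)K9me1 75 nM, 30 min RT; compound added, 30 min RT; streptavidin donor/Ni-chelate acceptor beads 10 ug/mL each final, 30 min RT dark; AlphaScreen read.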
# GAA glycogen mod: GAA glycogen-cleavage inhibition or activation; 0.38% of 300,000 active; recombinant GAA, glycogen substrate, Amplex Red glucose oxidase fluorescence; Potency, µM (doses to about 76.4 µM), for the others: top-dose activity change, negative = inhibition, most hits filed as inhibitors; AID 2100; P10253;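 further: 0% = full enzyme reaction and -100% = no-enzyme basal signal; the screen sought inhibitors and activators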
#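 Recombinant human alpha-glucosidase (4 nM final) hydrolysed bovine liver glycogen (30 ug) for 40 min at 37 C in pH 5.0 citrate/phosphate with 0.01% Tween-20. Released glucose detected by glucose oxidase/Amplex Red, Ex 573/Em 610 nm. Compounds up to 77 uM; AC50 from Hill fits.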
# GoLoco inh red: blocks human Gai1 binding to RGS12 GoLoco peptide, red readout; AID 880; 0.44% of 230,000 active; Gai1:RGS12 GoLoco peptide FP, rhodamine, 10 min; Potency, µM (titrated, usually from 61.6 µM), without a hit: at the highest dose activity, negative = inhibition, usual class: inhibitors; active means well fitted inhibition curve with a large enough effect, not every such curve was filed as active; inactive means no such curve, though single readings can be large or run the other way; further: nearly all actives have a fitted effect of over 30% in size; many of its hits are not listed in these tables
# Target sequence (P63096 whole entry, looked up): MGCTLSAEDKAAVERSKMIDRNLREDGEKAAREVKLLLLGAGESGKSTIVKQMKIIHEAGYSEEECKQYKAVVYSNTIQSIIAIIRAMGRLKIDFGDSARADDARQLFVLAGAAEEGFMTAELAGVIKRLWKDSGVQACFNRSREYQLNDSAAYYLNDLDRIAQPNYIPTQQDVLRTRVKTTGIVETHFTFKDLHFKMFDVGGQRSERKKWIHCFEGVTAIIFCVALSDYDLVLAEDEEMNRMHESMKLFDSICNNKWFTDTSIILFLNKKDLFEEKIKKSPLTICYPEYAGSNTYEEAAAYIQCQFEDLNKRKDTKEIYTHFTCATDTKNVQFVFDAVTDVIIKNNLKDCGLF
# RECQ1 inh: blocks DNA unwinding by human RECQ1 | RECQ1 DNA unwinding, red fluorescence kinetic read | Potency, µM (highest dose often 57.3 µM), without a hit: top-dose activity, negative = inhibition, actives largely listed as inhibitors | P46063 | 0.54% of 240,000 active | AID 2549;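 further: plate controls were vehicle for no effect and no enzyme for full effect; nearly all actives have a fitted effect of over 30% in size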
#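 RECQ1T1 50 nM; forked duplex (20 bp + 30-nt ss tails) 200 nM, ATP 2 mM final; pH 8.0, 2 mM MgCl2, 2.5 ug/ml poly(dI-dC); 15 min compound preincubation; discontinuous kinetic read over 2 h at RT.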
# TRb SRC2 PPI: disrupts binding of human TR beta to SRC2 | P10828 | TRbeta-SRC2 peptide binding, fluorescence polarization; receptor liganded with 1 µM T3 | Potency, µM (titrated, usually from 106 µM), for inactives: top-dose activity change, negative = inhibition, hits mostly inhibitors | 0.065% of 280,000 active | AID 1469;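 further: plate controls were bound peptide for no effect and peptide without receptor for full effect; nearly all actives have a fitted effect of over 50% in size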
# Target sequence (P10828 whole entry, looked up): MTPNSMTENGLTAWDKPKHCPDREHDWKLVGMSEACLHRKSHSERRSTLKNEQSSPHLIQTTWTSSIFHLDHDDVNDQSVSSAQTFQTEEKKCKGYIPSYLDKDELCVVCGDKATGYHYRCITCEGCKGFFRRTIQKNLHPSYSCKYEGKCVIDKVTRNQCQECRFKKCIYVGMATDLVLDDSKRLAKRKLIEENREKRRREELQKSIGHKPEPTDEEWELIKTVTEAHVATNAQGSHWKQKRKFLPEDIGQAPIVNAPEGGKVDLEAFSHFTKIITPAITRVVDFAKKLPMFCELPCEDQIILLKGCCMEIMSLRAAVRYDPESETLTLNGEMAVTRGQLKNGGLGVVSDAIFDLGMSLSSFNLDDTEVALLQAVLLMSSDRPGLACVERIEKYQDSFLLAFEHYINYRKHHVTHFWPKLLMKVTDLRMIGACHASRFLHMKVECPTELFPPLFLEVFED
#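 Human TRb LBD (0.6 uM) plus Texas Red-labeled SRC2 peptide (20 nM), 1uM T3, 5% DMSO, 5 hr at ambient temperature. Decreased polarization (555/632 nm) flags inhibition; data normalized to free and bound peptide controls.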
# GAA inh: blocks human lysosomal alpha-glucosidase | purified human GAA, 4-MU-alpha-glucoside fluorescence | Potency, µM (highest dose often 76.9 µM), for the others: at the highest dose activity change, negative = inhibition, usual class: inhibitors | 0.005% of 200,000 active | AID 1466;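 further: plate controls were uninhibited enzyme wells for no effect and no-enzyme background for full effect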
#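 Compounds are titrated up to 77 uM against 4 nM human enzyme. Substrate 4-methylumbelliferyl-alpha-D-pyranoside (400 uM) reacts 20 min at room temperature in pH 5.0 buffer; liberated 4-methylumbelliferone is read at 440 nm.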
# TexasRed fluor: counter-screen for TRb-SRC2 inhibitors: fluorescence interference; TRb/SRC2 Texas Red total fluorescence interference; Potency, µM (top dose mostly 106 µM), for inactives: top-dose fluorescence change, negative = quenching; 0.29% of 280,000 active; active means well fitted curve in either direction with a large enough effect; inconclusive means small, poorly fitted or top-dose-only effect
#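 Human TRb ligand-binding domain at 0.6 uM with 20 nM Texas Red SRC2 peptide in Tris buffer containing 1 uM T3 and 5% DMSO, incubated with compound 5 h at ambient temperature. Total fluorescence (555/632 nm) calculated as parallel + 2 × perpendicular.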
# * = called active by the depositor; i = inactive; u = inconclusive; x = no result given; [ ] = dose if it differs, or a comment. Unless noted, the call rests on the fitted dose curve; in most records, active means well fitted curve in the direction sought with a large enough effect; inconclusive means small, poorly fitted or top-dose-only effect, or another doubt; inactive means no such curve, though single readings can be large; an effect the other way counts as inactive or inconclusive. Unless noted, on the % scale 0 is the no-effect control and ±100 the full control effect; potency means the concentration at half of the fitted maximal effect. This is a subset, so the mix of outcomes need not match the whole.
SMILES	GAA spleen mod	L3MBTL1 inh	GAA glycogen mod	GoLoco inh red	RECQ1 inh	TRb SRC2 PPI	GAA inh	TexasRed fluor
O=C(CSc1nc(-c2ccccc2)cc(C(F)(F)F)n1)NCc1ccco1	-3%	x	-9%	-19%	11%	3%	-3%	-1%
CC1CCN(CCOc2cc(Cl)ccc2Cl)CC1	-2%	-4%	6%	4%	-3%	0%	-1%	-2%
Cc1ccccc1Nc1nc(N)nc(CSc2nncn2C)n1	6%	x	1%	5%	1%	0%	-12%	-2%
Cn1cccc1Cc1nnc(SCC(=O)Nc2nccs2)n1CCc1ccccc1	-3%	-15%	-1%	-1%	3%	-7%	2%	-1%
COC(=O)CNC(=O)Cn1ccc2ccccc2c1=O	-6%	5%	7%	8%	-6%	-9%	-5%	-3%
N/C(=N\NC(=O)c1ccc(F)cc1)c1cc2ccccc2oc1=O	3%	-2%	12%	-3%	i	8%	7%	-2%
COc1cc(NC(=O)CSCC(=O)Nc2cccc(C(F)(F)F)c2)c(Cl)cc1Cl	-2%	1%	-7%	28%	-6%	8%	u	1%
O=C(COc1ccccc1)N/N=C/c1sc(=O)n(Cc2cccc(C(=O)O)c2)c1Cl	-6%	-16%	1%	20%	-11%	1%	x	0%
Cn1cc2cc([N+](=O)[O-])ccc2n1	-1%	5%	11%	8%	i	-1%	5%	0%
Cn1c(CNS(=O)(=O)c2ccc(Cl)cc2)n[nH]c1=S	2%	5%	-2%	0%	-4%	-1%	-5%	-1%
COc1ccc(CCNC(=O)C2CCCN(Cc3nc(-c4ccccc4C)oc3C)C2)cc1OC (centres undefined)	-7%	-4%	-5%	-5%	0%	-3%	0%	1%
CCN1CC2([N+](=O)[O-])C=CC(=O)C([N+](=O)[O-])(C1)C2CC(=O)c1ccccc1 (centres undefined)	-3%	x	0%	3%	-12%	-15%	-4%	-2%
CC(=O)c1ccc(-c2cc(C3C4C=CCC(C)C4C(=O)N3Cc3ccccc3)ccc2F)cc1 (centres undefined)	-10%	x	x	x	-18%	-8%	x	-1%
CCOC(=O)/C=c1\s/c(=C(\C#N)C(=O)NC)n(-c2ccccc2)c1=O	0%	3%	-5%	24%	-5%	-2%	-4%	6%
O=C(Cn1nnc(-c2ccccc2NC(=O)c2ccccc2F)n1)NC1CCCC1	0%	9%	-1%	14%	i	0%	1%	-1%
Cc1ccc(NCC(=O)Nc2ccc(Br)cc2)cc1F	-7%	3%	10%	x	-4%	2%	4%	0%
O=C(NCCN1CCCCC1)Nc1ccc(F)c(Cl)c1	-4%	8%	3%	0%	-2%	1%	-1%	0%
O=C(CN1CCCCC1)NCCNc1ccc(C(F)(F)F)cc1[N+](=O)[O-]	-5%	0%	3%	-9%	3%	1%	-1%	0%
CCOC(=O)c1cc(C(C)(C)C)oc1CN	-10%	19%	4%	3%	-3%	0%	-1%	-1%
C/C=C(\C)C(=O)NCCN1C2=NC[C@H](Cc3ccc(O)cc3)N2C[C@H]1Cc1ccc(O)cc1	-2%	-13%	3%	-15%	-5%	1%	x	-2%
CCC(C)(NC(=O)c1ccccc1)C(=O)O (centres undefined)	-1%	10%	2%	2%	0%	-3%	-5%	0%
CN1CCS/C1=C\C=C1/SC(=S)N(CC(=O)O)C1=O	-4%	-11%	11%	53%[activator]	1%	3%	-4%	0%
COc1ccc(C2CC(=O)C=C(NNS(=O)(=O)c3ccc(C)cc3)C2)cc1 (centres undefined)	-7%	3%	u	5%	-4%	16%	-3%	9%
COc1cccc(NC(=O)CN2CCN(c3ccc(F)cc3)CC2)c1	-1%	-3%	1%	-7%	-6%	1%	-8%	-8%
O=C(O)CCC(=O)N1N=C(c2c(-c3ccccc3)c3cc(Cl)ccc3[nH]c2=O)CC1c1ccccc1 (centres undefined)	0%	-11%	-2%	9%	4%	5%	15%	0%
CSc1sc(-c2ccnc(SCCS(C)(=O)=O)n2)c(-c2ccccc2)c1C#N	10%	16%	1%	1%	-11%	-2%	u	0%
COc1ccc(NC(=O)COC(=O)Cc2ccc(-c3ccccc3)cc2)c(OC)c1	4%	4%	-5%	-9%	i	11%	-9%	1%
CCOc1ccc(NC(=O)C2CCN(C(=O)NCc3ccccc3)CC2)cc1	-9%	10%	4%	1%	-4%	7%	-5%	0%
CC(C(=O)N1CCC(C(N)=O)CC1)N(c1ccc(Oc2ccccc2)cc1)S(C)(=O)=O (centres undefined)	1%	x	7%	0%	-10%	1%	-1%	-3%
CCN(CC)S(=O)(=O)c1cccc(C(=O)Nc2ccccc2C(=O)N2CCOCC2)c1	6%	x	-19%	-11%	1%	-4%	0%	-3%
O=C(CSc1nc(-c2ccccc2)cc(C(F)(F)F)n1)NCc1cccs1	-2%	4%	0%	2%	6%	12%	6%	-3%
O=[N+]([O-])C1=CC=C2C(=NC3(CCCCC3)N2O)C1=NC1CCCCC1	-14%	-9%	1%	27%	4%	-15%	3%	2%
O=C(Cc1ccccc1)O/N=C1\CCCc2ccccc21	-6%	46%[activator]	3%	6%	-5%	3%	-2%	0%
O=C(NC1CC1)C1=C[C@H](c2ccc(C(F)(F)F)cc2)C[C@H](OCc2ccc(CO)cc2)O1	-7%	-1%	-19%	-1%	-8%	-13%	x	-6%
COc1ccc(S(=O)(=O)N2CCOCC2)cc1NC(=O)COC(=O)C1=COCCO1	-3%	x	-2%	2%	i	10%	x	1%
Cc1cc(C(=O)NNC(=O)CCN2CCN(c3ccccc3)CC2)c2ccccc2n1	4%	x	-26%	-1%	i	1%	1%	1%
OCCNCC1(O)C2CC3CC(C2)CC1C3 (centres undefined)	3%	-1%	-3%	-2%	-3%	1%	-3%	-2%
Cc1ccc(Cl)cc1NC(=O)c1ocnc1C	-2%	-6%	3%	-2%	-13%	-1%	2%	1%
Cc1ccc2cc(CN(Cc3nnnn3Cc3ccco3)CC3CCCO3)c(=O)[nH]c2c1C (centres undefined)	-5%	-11%	4%	-1%	u	-10%	3%	1%
CCCSc1cc(N2CCN(C)CC2)nc(-c2ccc(OC)cc2)n1	-1%	x	7%	5%	-12%	-5%	-15%	-6%
COC(=O)[C@@]1(Cc2ccccc2)[C@H]2c3cc(C(=O)N(C)C)n(Cc4cc(C)n(C)n4)c3C[C@H]2CN1C(=O)c1ccccc1	10%	x	x	-2%	i	1%	x	-1%
N#Cc1ccc(C(=O)Nc2nc(-c3cccs3)c(C(=O)C(F)(F)F)s2)cc1	-3%	-4%	6%	4%	-4%	7%	-9%	-4%
CC1(C)CC(=O)C=C(NNC(=O)c2cccnc2)C1	u	-5%	u	10%	-4%	2%	-16%	-1%
O=C(NNc1nc2c(F)cccc2s1)c1cc(=O)c2ccccc2o1	1%	-18%	-13%	1%	-7%	13%	x	-8%
CN1CCN(S(=O)(=O)c2ccc(NC(=O)c3ccc(F)cc3)cc2)CC1	4%	x	3%	4%	i	7%	2%	-3%
COC(=O)c1ccc(-c2nc(O)c(C)s2)cc1	2%	8%	u	-5%	18%	0%	3%	-1%
CC(C)(C)c1csc(Sc2ncccc2[N+](=O)[O-])n1	2%	u	-2%	-3%	27%	-7%	x	-1%
Cc1ccccc1Cn1c2ccccc2c2cn[nH]c(=O)c21	-11%	1%	1%	x	-4%	5%	u	-3%
COc1ccc(CC(=O)NCc2ccccc2Cl)cc1S(=O)(=O)N1CCOCC1	2%	4%	14%	-13%	i	-10%	-5%	-1%
COc1cc2c(Cc3c4c5c(cc(OC)c(OC)c5c5c(OC)c(OC)ccc35)CCN4C)c3c4c(cc(OC)c(OC)c4c2cc1OC)CCN3C	9%	x	x	-6%	16%	-6%	x	-2%
Cc1sc(NC(=S)Nc2ccc(F)cc2)c(C(N)=O)c1C	7%	-9%	u	9%	i	0%	-2%	-4%
NC1=NCc2ccccc21	-7%	x	3%	2%	-1%	-13%	-4%	-3%
Nc1nc(Cl)cc(N2CCC(c3cc(-c4ccc(Cl)cc4)n[nH]3)CC2)n1	-12%	0%	-9%	7%	-14%	0%	-3%	0%
CNS(=O)(=O)c1cc(OC)c(OC)cc1CC(=O)OC	3%	x	0%	2%	-3%	-7%	3%	0%
CCc1nc(NCCC(C)C)c(C#N)c2c1CCCC2	-3%	x	14%	3%	-14%	-2%	-2%	3%
COC(=O)[C@]12C(=O)C(C)=C(O)[C@@]1(C)C(C)=CC1[C@@]34CC[C@@H](OC(C)=O)C(C)(C)C3C(C[C@]12C)OC4=O (some centres undefined)	0%	x	8%	13%	i	6%	x	-4%
CC1CCCCC1NCC(=O)NCc1ccc(F)cc1 (centres undefined)	1%	6%	3%	-7%	-3%	-5%	u	-1%
CCSc1nc(C)nc2c1oc1ccccc12	5%	x	5%	0%	i	0%	-1%	-2%
Cc1ccc(S(=O)(=O)N(C#N)c2nc(C)cc(C)n2)cc1	-3%	x	2%	3%	-2%	-1%	3%	0%
O=c1cnnc(Nc2ccc(Cl)c(C(F)(F)F)c2)[nH]1	-4%	x	-4%	14%	2%	-7%	5%	-1%

# Results in TexasRed fluor (three entries from above):
structure | TexasRed fluor
CCOC(=O)/C=c1\s/c(=C(\C#N)C(=O)NC)n(-c2ccccc2)c1=O | 6%
O=C(Cn1nnc(-c2ccccc2NC(=O)c2ccccc2F)n1)NC1CCCC1 | -1%
Cc1ccc(NCC(=O)Nc2ccc(Br)cc2)cc1F | 0%

# Screens: PubChem, National Center for Advancing Translational Sciences (NCATS)
